KB-3-1 tox: kills parental KB-3-1 adenocarcinoma cells; KB-3-1 viability, CellTiter-Glo ATP luminescence, 72 h; Potency, µM (highest dose often 46.1 µM), for inactives: at the highest dose activity change, negative = cytotoxic, hits mostly cytotoxic; hit rate 1.4% among 400,000; note: potency is the fitted concentration of half-maximal effect; % is set by controls: 0 for no effect and ±100 for the full control effect; nearly all actives have a fitted effect of over 60% in size
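KB-3-1 parental drug-naive adenocarcinoma cells in DMEM/10% FBS, incubated 72 h at 37 C with pin-transferred compounds across a concentration series. Viability by CellTiter-Glo luminescence; concentration-response curves fitted after normalization.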
KB-V1 MDR tox: KB-V1 MDR subline cytotoxicity; KB-V1 MDR cells viability, CellTiter-Glo, 72 h; Potency, µM (highest dose often 46.1 µM), inactives show at the top dose activity change, negative = cytotoxicity, hits mostly cytotoxic; hit rate 3.4% among 400,000; AID 1347076; note: potency is the fitted concentration of half-maximal effect; % is set by controls: 0 for no effect and ±100 for the full control effect; nearly all actives have a fitted effect of over 60% in size
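KB-V1, DMEM (no phenol red) + 10% FBS; cpd pin-transferred, titration series; 72 h, 37 degrees C; CellTiter-Glo, luminescence. Data normalized, curve-fit.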
DRD3 agonist: activates the human D3 dopamine receptor; AID 652048; hit rate 0.58% among 410,000; P35462; D3R DiscoveRx beta-arrestin cells, luminescence, 90 min; max activation, %; in the data active = max activation above about 30%; note: 0% is about no effect; mostly tested at two doses, the higher about 12 µM
Target sequence (P35462 whole entry, looked up): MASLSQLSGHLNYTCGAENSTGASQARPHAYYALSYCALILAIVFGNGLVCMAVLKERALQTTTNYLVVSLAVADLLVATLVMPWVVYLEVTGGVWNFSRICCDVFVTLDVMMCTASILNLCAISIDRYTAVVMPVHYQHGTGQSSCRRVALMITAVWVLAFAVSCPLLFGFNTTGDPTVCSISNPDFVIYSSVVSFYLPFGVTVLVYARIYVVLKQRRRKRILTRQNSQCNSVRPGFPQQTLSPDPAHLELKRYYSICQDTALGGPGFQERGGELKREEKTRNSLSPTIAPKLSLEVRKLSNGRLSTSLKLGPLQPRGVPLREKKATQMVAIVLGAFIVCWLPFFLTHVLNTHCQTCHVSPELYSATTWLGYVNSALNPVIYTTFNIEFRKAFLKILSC
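Agonist mode: compounds and dopamine controls were applied to plated cells for 90 min at 37 degrees C after an overnight attachment at 1500 cells/well. Luminescent read-out followed 30 - 60 minutes at room temperature with DiscoveRx detection reagent.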
Numbers without * were called inactive; ? = inconclusive. Unless noted, calls come from the whole dose curve; as a rule, active = well fitted cell-killing curve with a large enough effect; inconclusive = small, poorly fitted or top-dose-only effect, or effect the other way; inactive = flat fitted curve, though single readings scatter. This is a subset; rates above refer to the full screens.

Order of results: DRD3 agonist | KB-V1 MDR tox | KB-3-1 tox
> Cc1ccc(OCC(=O)Nc2ccc(C(=O)OCc3cc(=O)n4nc(C5CC5)sc4n3)cc2)cc1
    -6 | 6% | 2%
> CCOC(=O)CSc1nc(-c2ccc(OCC)cc2)cc(C(F)(F)F)c1C#N
    7 | 24% | 35%
> Cc1ccc(CNC(=O)c2sc3ncnc(N(C)C4CCCCC4)c3c2C)cc1
    4 | -28% | ?
> COc1ccc(Cl)cc1NC(=O)C(=O)NCc1ccc(Cl)cc1
    -22 | ? | -3%
> COc1cc(NC(=O)Cn2c(C)cc(C)c(C#N)c2=O)cc(OC)c1
    7 | 3% | 12%
> CCCS(=O)(=O)N1CCC(n2c(C(F)(F)F)nc3cccnc32)CC1
    -1 | -4% | -15%
> COc1ccc(NC(=O)CCc2nnc3n(C)c(=O)c4sccc4n23)cc1Cl
    7 | 20% | 4%
> CC1CCN(c2nc3ccc(C(=O)N4CCN(c5ccccc5)CC4)cc3s2)CC1
    -1 | 0% | 0%
> O=C1CN(C(=O)c2cccc(Br)c2)C(c2ccccc2)c2cc(Cl)ccc2N1 (stereo not given)
    2 | ? | -2%
> COc1ccc(NC(=O)C(=O)NCCc2csc3nc(-c4ccccc4F)nn23)cc1OC
    2 | -5% | 3%
> Cc1ccc(Nc2nnc(-c3ccc(C)c(S(=O)(=O)NCc4nc5ccccc5[nH]4)c3)c3ccccc23)cc1
    -10 | 7% | -3%
> COC(=O)c1sccc1S(=O)(=O)N(CC(=O)NCc1ccccc1)c1ccccc1
    0 | -3% | -1%
> Cc1c(C(=O)Nc2ccc(C(=O)O)cc2)nnn1-c1ccccc1
    2 | 6% | 7%
> COc1ccc(-c2noc(CCC(=O)NCc3ccc(C)cc3)n2)cc1
    5 | -8% | -6%
> CCn1nc(C)c2c(-c3ccccc3)cc(=O)n(C(C)C(=O)NCc3ccc(C)cc3)c21 (stereo not given)
    -18 | 0% | 9%
> COc1ccc(-c2nnc(SCC(=O)Nc3cccc(Cl)c3C)nc2-c2ccc(OC)cc2)cc1
    3 | 3% | 4%
> CCCOc1ccc(C(=O)Nc2cc3c(cc2N2CCCCC2)n(C)c(=O)n3C)cc1
    -11 | 26% | 3%
> O=C(c1cc(=O)c2cc(Cl)ccc2o1)N(Cc1ccccc1)C1CCS(=O)(=O)C1 (stereo not given)
    0 | 0% | 3%
> Cc1cc(-c2ccc(S(=O)(=O)Nc3cc(Cl)ccc3C)s2)on1
    -19 | ? | ?
> CCc1cccc(NC(=O)c2ccc3c(c2)N(Cc2cccc(Cl)c2)C(=O)c2ccccc2S3=O)c1 (stereo not given)
    3 | -8% | -9%
> Cc1c(Cl)cccc1NC(=O)C(=O)NCC(c1cccnc1)N1CCN(c2ccccc2)CC1 (stereo not given)
    19 | -25% | -7%
> Cn1cc(S(=O)(=O)c2ccc(Cl)cc2)c(=O)c2cc(F)c(N3CCOCC3)cc21
    -2 | 7% | -6%
> COc1ccc(OCC(=O)Nc2ccc(-c3nc4cc(C)cc(C)c4o3)cc2)cc1
    -14 | 23% | 18%
> Cc1ccc(-c2csc(-c3cc4c([nH]c3=O)CC(c3ccccc3)CC4=O)n2)cc1 (stereo not given)
    -14 | ? | 0.82µM*
> COc1ccc(C(=O)NCc2ccc3c(c2)CCN3C(=O)c2ccccc2)cc1
    -1 | 9% | 4%
> Cc1ccc(-n2cc(C(=O)Oc3ccc(F)cc3)c3ccccc3c2=O)cc1
    -1 | 8% | 4%
> COc1ccccc1CNc1nc(-c2ccco2)nn1S(=O)(=O)c1ccc(Cl)cc1
    1 | -15% | 4%
> Cc1cccc(N2CCN(c3ncnc4c3cnn4-c3ccc(Cl)cc3)CC2C)c1 (stereo not given)
    8 | -3% | -1%
> CCCN1C(=O)C2(c3ccccc31)c1c(oc3ccccc3c1=O)C(=O)N2CCO (stereo not given)
    -3 | 15% | 12%
> O=C(NCc1ccc(F)cc1)c1ccc(CSCc2cccc(Cl)c2)o1
    -6 | -11% | -9%
> COc1ccc(NC(=O)c2ccco2)cc1NC(=O)c1cc(OC)c(OC)c(OC)c1
    3 | -8% | -8%
> O=C(NC1CCCC1)c1cc(Nc2cccc(C(F)(F)F)c2)nc2ccccc12
    -8 | -3% | -1%
> Cc1ccccc1NC(=O)CN(c1ccc(Cl)cc1Cl)S(=O)(=O)c1ccccc1
    -2 | 12% | 1%
> CCC(C)NC(=O)Cn1ncc2c([nH]c3ccc(C)cc32)c1=O (stereo not given)
    -15 | ? | 18%
> COc1ccc(CNC(=O)c2cc(-c3ccc(C)cc3)nc3n[nH]c(-c4ccc(Br)cc4)c23)cc1
    6 | ? | -2%
> O=C(CN1C=NS(=O)(=O)c2ccccc21)Nc1ccc(F)cc1
    -4 | ? | 6%
> COc1ccc(NC(=O)CSc2nnc(-c3nonc3NC(C)=O)n2C)cc1Cl
    6 | -2% | -16%
> Cc1cc(C)c(NS(=O)(=O)c2ccc3c(c2)CC(C)N3C(=O)C2CCC2)c(C)c1 (stereo not given)
    4 | ? | ?
> Cc1cc(C)c(NC(=O)C2CCN(c3nc4ccccc4[nH]3)CC2)c(C)c1
    1 | 23% | 4%
> CCn1c(SCC(=O)Nc2ccc(C)cc2Br)nnc1-c1nonc1NC(C)=O
    -7 | -10% | -19%
> CCOc1ccc(NC(=O)CCc2c(C)nc3c4c(C)cc(C)nc4nn3c2C)cc1
    -16 | 7% | 1%
> COc1cc(Cl)c(C)cc1NC(=O)c1cnn(-c2ccc(F)cc2F)c1C1CCN(C(=O)OC(C)(C)C)CC1
    1 | -4% | 3%
> Fc1ccccc1Oc1ncnc2c1oc1ccccc12
    3 | 12% | 5%
> Cc1cc(C)cc(NC(=O)C2CCN(S(=O)(=O)c3cccc(-c4noc(C)n4)c3)CC2)c1
    -20 | -23% | -36%
> COc1ccc(Cn2c(C(=O)O)c(CNCCc3ccco3)c3ccc(C)cc32)cc1
    -6 | 11% | ?

The final two entries of the section before open the next one.
Order of results: DRD3 agonist | KB-V1 MDR tox | KB-3-1 tox
> Cc1cc(C)cc(NC(=O)C2CCN(S(=O)(=O)c3cccc(-c4noc(C)n4)c3)CC2)c1
    -20 | -23% | -36%
> COc1ccc(Cn2c(C(=O)O)c(CNCCc3ccco3)c3ccc(C)cc32)cc1
    -6 | 11% | ?
> CC1CCc2c(sc(NC(=O)Cn3nnc(-c4ccc(C(F)(F)F)cc4)n3)c2C#N)C1 (stereo not given)
    6 | ? | 0%
> Cc1cc2oc(C(=O)Nc3c(C(=O)Nc4ccccc4)oc4ccccc34)cc(=O)c2cc1C
    -6 | -11% | -7%
> CCOc1ccccc1NC(=O)CSc1nc2c(oc3ccccc32)c(=O)n1-c1ccc(F)cc1
    3 | -12% | -6%
> COc1cccc(NC(=O)c2nn(-c3ccc(C)cc3)c(=O)n(C)c2=O)c1
    -8 | 8% | 0%
> CCOC(=O)C1CCC(CN(Cc2ccc(OC)cc2)S(=O)(=O)c2ccc(F)c(C(=O)Nc3c(C)cccc3C)c2)CC1 (stereo not given)
    -3 | 10% | 0%
> CCOC(=O)N1CCC(NC(=O)c2cnn(-c3cccc(C)c3)c2-n2cccc2)CC1
    13 | -11% | -25%
> COC(=O)c1ccc(Cn2cnc3nc4c(cc3c2=O)CCCC4)cc1
    9 | 21% | 7%
> CC1CCCN(S(=O)(=O)c2ccc(N3CCCCS3(=O)=O)cc2)C1 (stereo not given)
    -5 | -1% | -20%
> COc1ccc(S(=O)(=O)N(CCc2ccccc2)CC(=O)Nc2cc(Cl)ccc2C)cc1
    -23 | -3% | 4%
> CCOC(=O)C1=C(CN2CCN(C)CC2)NC(=O)NC1c1ccc(F)cc1 (stereo not given)
    3 | 0% | 1%
> COC(=O)C1CCN(S(=O)(=O)c2cc3c4c(c2)CC(=O)N4CCC3)CC1
    9 | 10% | 14%
> COc1ccccc1NC(=O)Cn1c(SCC(=O)N(C)c2ccccc2)nc2ccccc21
    -17 | -10% | -5%
> Cc1nc(-c2cccc(F)c2)sc1CCNC(=O)c1ccc(F)c(F)c1
    0 | 0% | -1%
> COc1ccc(S(=O)(=O)N2CCC(c3nnc(-c4ccccc4C)o3)CC2)c(OC)c1
    10 | 0% | -16%
> Cc1ccccc1CNC(=O)C1=Cc2ccccc2OC1
    7 | -1% | -2%
> COc1ccc(/C=C(/C#N)c2nc(-c3cc4ccccc4oc3=O)cs2)cc1
    -3 | -1% | 14%
> Cc1oc2c(c1C(=O)NCc1ccccc1F)C1=NCCN1C=N2
    -10 | -3% | 13%
> COc1ccc(-c2cc(C(=O)Nc3c(C)nn(Cc4ccc(C)cc4)c3C)no2)cc1OC
    7 | 3% | 6%
> COc1ccc(-n2nc(C(=O)N3CCN(c4cccc(C)c4)C(C)C3)c3c4ccccc4n(C)c3c2=O)cc1 (stereo not given)
    -1 | 18% | 8%
> COc1ccc(C(=O)NCC(c2ccc3c(c2)OCO3)N2CCN(C)CC2)cc1 (stereo not given)
    -2 | 10% | 11%
> COc1ccc(NC(=O)CSC2=Nc3ccccc3C3=NC(CCC(=O)NCc4ccc(F)cc4)C(=O)N23)cc1Cl (stereo not given)
    10 | 6% | -14%
> COc1ccccc1CNC(=O)C1CCN(Cc2cc3ccccc3n2Cc2cccc(C)c2)CC1
    -15 | 2% | -14%
> O=C(CN1C(=O)COc2ccc(S(=O)(=O)N3CCCC3)cc21)N1CCN(c2ccccc2)CC1
    -10 | 22% | 0%
> CCc1ccccc1NC(=O)CSc1nnc(-c2cc(OC)c(OC)c(OC)c2)o1
    -22 | -4% | -8%
> CCOC(=O)CSc1nc2ccccc2c(=O)n1-c1cccc(C)c1
    -8 | -6% | ?
> Cc1ccc(-c2nnc(SCC(=O)NCc3ccccc3)o2)cc1
    4 | 0% | 14%
> O=S1(=O)c2ccccc2N(Cc2ccc(Cl)cc2)c2ccccc21
    -18 | -15% | -22%
> Cc1nn(CC(=O)NCc2ccc(Cl)cc2)c(=O)c2cc3sccc3n12
    1 | 28% | 12%
> O=C(NCc1ccc(F)cc1)c1ccc2c(O)c(S(=O)(=O)c3ccccc3)c(=O)[nH]c2c1
    -4 | 11% | 3%
> Cc1ccc2nc(CN3CCN(S(=O)(=O)c4ccc(F)cc4)CC3)oc2c1
    -5 | -3% | 4%
> Cc1ccc(C2Nc3cc(C)c(C)cc3-n3c(-c4ccccc4)c4c(=O)n(C)c(=O)n(C)c4c32)o1 (stereo not given)
    7 | ? | -13%
> COc1ccc(CNC(=O)C(C)N2Cc3ccccc3C2=O)cc1 (stereo not given)
    2 | ? | 20%
> CCC(Sc1nnc(-c2ccc(OC)c(OC)c2)c(-c2ccc(OC)c(OC)c2)n1)C(=O)NC1CCCC1 (stereo not given)
    -10 | -12% | 0%
> COc1cccc(CNC(=O)C2CCC(CNS(=O)(=O)c3ccc(Br)s3)CC2)c1 (stereo not given)
    -5 | -8% | -15%
> CCc1ccc(-n2nc(C)c3c(C(=O)Nc4cc(C)ccc4C)cc(C)nc32)cc1
    19 | -2% | 2%
> CCOc1ccc(CNC(=O)Cn2ncc3c(=O)oc4ccc(C)cc4c32)cc1
    1 | -3% | 21%
> COc1cc(C)ccc1OCCSc1nc2ccc(NC(=O)c3ccc(C)cc3)cc2s1
    13 | 3% | 0%
> O=C1CN(C(=O)COc2ccc(Cl)cc2)C(c2ccccc2)c2cc(Br)ccc2N1 (stereo not given)
    5 | -20% | 5%
> O=C(Nc1ccccc1)c1cccc(N2CCCS2(=O)=O)c1
    -9 | 3% | 7%
> CCS(=O)(=O)N1CCc2cc(C(=O)Nc3cc(OC)c(Cl)cc3OC)ccc21
    1 | 1% | 1%
> COC(=O)c1c(C)sc(-c2c(-c3ccc4c(c3)OCCO4)[nH]c3[nH]c(=O)[nH]c(=O)c23)c1O
    3 | -19% | -6%
> CCOc1ccccc1NC(=O)c1nn(-c2ccc(OC)cc2)c(=O)c2c1c1ccccc1n2C
    10 | -3% | 2%
> Cc1nn2c(C)c(C(=O)N3CCN(c4ccc(Cl)cc4)CC3)cnc2c1-c1ccc(F)cc1
    2 | -3% | 7%
> CCOC(=O)C1CCCN(C(=O)Cn2nc(CC)n3c(cc4occc43)c2=O)C1 (stereo not given)
    -11 | 0% | 8%
> Cn1c(=O)c2nc3ccc(NC(=O)C(F)(F)F)cc3nc2n(C)c1=O
    2 | -2% | 9%
> CCc1ccc(CNC(=O)C2CCN(c3nn4cc(-c5ccc(F)cc5)nc4s3)CC2)cc1
    12 | 16% | 1%

Entries of single compounds, looked up by structure. Order of screens: DRD3 agonist | KB-V1 MDR tox | KB-3-1 tox
Record of CCS(=O)(=O)N1CCc2cc(C(=O)Nc3cc(OC)c(Cl)cc3OC)ccc21 : 1 | 1% | 1%
Record of O=C(Nc1ccccc1)c1cccc(N2CCCS2(=O)=O)c1 : -9 | 3% | 7%
Record of COc1ccc(CNC(=O)C(C)N2Cc3ccccc3C2=O)cc1 (stereo not given) : 2 | ? | 20%
Record of Cc1nn2c(C)c(C(=O)N3CCN(c4ccc(Cl)cc4)CC3)cnc2c1-c1ccc(F)cc1 : 2 | -3% | 7%

High-throughput results: PubChem, National Center for Advancing Translational Sciences (NCATS)
